Screening results as filed in PubChem BioAssay.
ALOX12 inh = Primary qHTS assay for inhibitors of human arachidonate 12S-lipoxygenase (ALOX12): Round 2; Polyunsaturated fatty acid lipoxygenase ALOX12 (Homo sapiens), P18054; purified 12hLO, xylenol orange hydroperoxide absorbance; Potency, µM (highest dose often 108 µM), for the others: at the highest dose activity change, negative = inhibition, usual class: inhibitors; 580,000 compounds, 1.1% hits; AID 1671190, 2021
Target sequence (P18054 whole entry, looked up): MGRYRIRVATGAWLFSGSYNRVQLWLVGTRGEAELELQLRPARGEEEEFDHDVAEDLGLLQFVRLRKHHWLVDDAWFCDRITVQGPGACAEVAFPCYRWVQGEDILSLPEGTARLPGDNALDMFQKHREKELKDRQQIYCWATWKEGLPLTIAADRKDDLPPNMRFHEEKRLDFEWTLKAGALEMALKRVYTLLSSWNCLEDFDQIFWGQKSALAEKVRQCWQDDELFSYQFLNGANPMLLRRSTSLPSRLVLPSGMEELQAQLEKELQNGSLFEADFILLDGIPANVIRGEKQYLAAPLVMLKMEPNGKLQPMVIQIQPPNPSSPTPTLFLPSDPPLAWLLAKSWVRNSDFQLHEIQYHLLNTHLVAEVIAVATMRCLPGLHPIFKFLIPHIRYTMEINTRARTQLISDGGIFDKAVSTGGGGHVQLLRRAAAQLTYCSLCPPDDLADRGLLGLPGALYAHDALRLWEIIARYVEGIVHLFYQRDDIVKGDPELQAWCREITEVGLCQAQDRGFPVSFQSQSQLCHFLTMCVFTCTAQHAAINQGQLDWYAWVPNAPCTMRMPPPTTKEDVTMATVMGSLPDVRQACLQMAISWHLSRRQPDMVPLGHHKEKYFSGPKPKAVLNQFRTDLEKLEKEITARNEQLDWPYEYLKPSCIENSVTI
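Purified human 12hLO (150 nM final) in 25 mM Hepes, 0.01% Triton X-100, pH 7.0 was preincubated 15 min at room temperature with compound. Then 40 uM arachidonic acid was added, 30 min. Hydroperoxide was read by Fe-XO absorbance ratio 573/405 nm.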
G9a inh = qHTS Assay for Inhibitors of Histone Lysine Methyltransferase G9a. G9a H3K9 monomethylation, AlphaScreen, 2 h. Potency, µM (highest dose often 102 µM), without a hit: at the highest dose activity, negative = inhibition, most hits filed as inhibitors. 350,000 compounds, 8.8% hits. AID 504332, 2011; note: nearly all actives have a fitted effect of over 75% in size
Target sequence (Q96KQ7 913-1193 limits assumed): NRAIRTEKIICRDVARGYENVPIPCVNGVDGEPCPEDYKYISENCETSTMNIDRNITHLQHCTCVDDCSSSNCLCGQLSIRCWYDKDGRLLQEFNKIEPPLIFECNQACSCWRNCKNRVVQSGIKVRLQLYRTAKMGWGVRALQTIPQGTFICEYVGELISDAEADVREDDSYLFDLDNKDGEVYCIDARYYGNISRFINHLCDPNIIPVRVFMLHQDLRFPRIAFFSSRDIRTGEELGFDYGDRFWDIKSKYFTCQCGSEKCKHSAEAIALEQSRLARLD
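G9a (20 nM) was preincubated 15 min with compound, then reacted 2 h at room temperature with 500 nM biotin-H3K9 peptide and 20 µM SAM. Monomethyl-H3K9 detected by AlphaScreen using anti-H3K9me1 antibody.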
BAZ2B block = qHTS Assay for Inhibitors of BAZ2B. Bromodomain adjacent to zinc finger domain protein 2B (Homo sapiens), Q9UIF8. AlphaScreen BAZ2B-H3K14Ac peptide displacement. Potency, µM (doses to about 114 µM), for the others: at the highest dose activity change, negative = inhibition, usual class: inhibitors. 360,000 compounds, 4.4% hits; note: nearly all actives have a fitted effect of over 60% in size
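Complex of BAZ2B and biotin-H3K14Ac (50 nM apiece) forms over 30 min at RT, then faces library compounds up to 110 uM for another 30 min; AlphaScreen beads added, 20 min dark incubation, luminescence read.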
* = called active by the depositor; ? = inconclusive; [ ] = dose if it differs, or a comment. Calls come from the whole dose curve; as a rule, active = well fitted curve in the direction sought with a large enough effect; inconclusive = small, poorly fitted or top-dose-only effect, or another doubt; inactive = no such curve, though single readings can be large; an effect the other way counts as inactive or inconclusive. % is set by controls: 0 for no effect and ±100 for the full control effect; potency is the fitted concentration of half-maximal effect.

G9a inh	ALOX12 inh	BAZ2B block	Compound
-16%	-15%	3%	CCOc1ccccc1NC(=O)C1CCN(S(=O)(=O)c2cccc3cccnc23)CC1
22%	24%	12%	CCOC(=O)/C(C#N)=C/c1cc(C)n(-c2ccc(Br)cc2)c1C
-7%[59 µM]	-10%	-8%	O=C(NCCN1C(=O)S/C(=C\c2cccs2)C1=O)[C@H](Cc1ccccc1)N1C(=O)c2ccccc2C1=O
14%	0%	-5%	CN1C(=S)SC(N2OC3C(=O)N(c4ccccc4)C(=O)C3C2c2ccccc2)C1(C)C (centres undefined)
-2%	-5%	5%	CCOc1ccc(-n2c(SCC(=O)Nc3ccccc3CC)nc3n[nH]c(C)c3c2=N)cc1
-19%[12.7 µM]	-7%	-2%	O=C(OCC(=O)c1ccc[nH]1)c1ccc(S(=O)(=O)N2CCCCC2)cc1
-1%[59 µM]	3%	-21%	COC(=O)c1sc(NC(=S)NC(=O)c2ccc(F)cc2)nc1C
-15%[59 µM]	?	6%	Cc1nc(C)c(C(=O)C2=C(O)C(=O)N(CCCN(C)C)C2c2ccco2)s1 (centres undefined)
35µM*	?	26%	CC1(C)Cc2c(C#N)c(N3CCCC3)nc(-c3ccco3)c2CO1
-23%[12.7 µM]	0%	9%	Cc1cccc2c1[nH]c1nc(N/N=C\c3ccco3)nnc12
12%[59 µM]	-1%	2%	Cc1nc(SCC(=O)Nc2ccccc2C(F)(F)F)c(C#N)c(C)c1CC(=O)c1ccc(Br)cc1
50µM*	0%	?	Cc1ccc2[nH]c3c(N4CCN(Cc5ccc6c(c5)OCO6)CC4)ncnc3c2c1
14%[59 µM]	-21%	6%	O=C(CN1N=C(c2ccccc2)CCC1=O)NCc1ccco1
-4%	2%	1%	CCCn1c(SCC(=O)N2CCCCC2)nnc1-c1ccccn1
16µM*	2%	-12%	CC(=O)Nc1cccc(-c2csc(Nc3ncccn3)n2)c1
40µM*	?	3%	Cn1c(=S)[nH]c2sc3c(c2c1=O)CCC(C(C)(C)C)C3 (centres undefined)
?	-22%	2%	COc1ccc(-n2cnnc2SC(C)c2nc3sc(C)c(C)c3c(=O)[nH]2)cc1 (centres undefined)
13%	8%	-9%	Cc1cc2nc(-c3cccnc3SCC(=O)NC3CC3)[nH]c2cc1C
31%	-6%	10%	Cc1cc(C)n(-c2nc(Nc3ccccc3C)nc(-n3nc(C)cc3C)n2)n1
-12%[59 µM]	-30%	5%	CCOC(=O)C1CCCN(c2cc(NCCCO)c([N+](=O)[O-])c3nonc23)C1 (centres undefined)
40µM*	2.5µM*	50µM*	COc1ccccc1CNCC(c1ccccc1)c1ccccc1
17%[2.33 µM]	-2%	-5%	O=C1NC(Cc2ccccc2)c2nc3ccccc3c(=O)n2-c2ccc(Cl)cc21 (centres undefined)
10%[59 µM]	22%	9%	Cc1cc(=O)n2[nH]c(-c3cccnc3)nc2n1
?	-8%	5%	O=C(OCc1cc(Cl)ccc1OC(F)F)c1cc(S(=O)(=O)O)ccc1O
21%	14%	-31%	C(=C\c1ccccc1)/C=N/Nc1nncc(-c2ccccc2)n1
14%[59 µM]	-15%	3%	O=C(Nc1ccc(Cl)cc1C(=O)N1CCOCC1)c1cccc([N+](=O)[O-])c1
-4%	-10%	?	COc1cc(OC)cc(N(C(=O)c2snc(C(N)=O)c2N)C(C(=O)NCC2CCCO2)c2ccc(C)o2)c1 (centres undefined)
-1%	-45%	?	Cc1ccnc(NC(=O)c2ccc(Cl)c(NC(=O)CCc3ccccc3)c2)c1
?	?	-2%	NC(N)=Nc1cc2ccccc2c2ccccc12
?	373%[activator]	1%	O=C(Cc1cccc2ccccc12)N/N=C/c1ccc(Sc2cccc3cccnc23)o1

As entered above:
Value of NC(N)=Nc1cc2ccccc2c2ccccc12 in BAZ2B block: -2%
Value of O=C(Cc1cccc2ccccc12)N/N=C/c1ccc(Sc2cccc3cccnc23)o1 in BAZ2B block: 1%
Value of COc1ccc(-n2cnnc2SC(C)c2nc3sc(C)c(C)c3c(=O)[nH]2)cc1 (centres undefined) in ALOX12 inh: -22%
Value of C(=C\c1ccccc1)/C=N/Nc1nncc(-c2ccccc2)n1 in BAZ2B block: -31%

The results go on:
G9a inh	ALOX12 inh	BAZ2B block	Compound
-8%[12.7 µM]	-5%	-4%	O=C(c1ccc2c(c1)OCO2)N1CCC2(CC1)Oc1ccc(Cl)cc1C(=O)C21CC(c2ccc(Cl)cc2)=NO1 (centres undefined)
9%[59 µM]	19%	5%	Cc1cc(NC(=O)C(C)C)ncc1NC(=O)c1ccco1
9%[59 µM]	-11%	-12%	O=C(CSc1ccc(Cl)cc1)Nc1cc(-c2nc3ncccc3o2)ccc1Cl
20%[59 µM]	21%	-9%	Cc1cccc(/C=C/C(=O)c2ccc(N3CCOCC3)cc2)c1
?	0%	-13%	Cn1nccc1C(=O)N1CCCC(N2CCN(c3cccc(C(F)(F)F)c3)CC2)C1 (centres undefined)
10µM*	129%[activator]	-22%	Cc1ccc(OCC(=O)NNC(=S)NC(=O)C2CC2)c(C)c1
-12%[59 µM]	-5%	0%	N#CC(C(=O)OC1CCCCC1)c1nc2ccccc2nc1N1CCCCC1 (centres undefined)
?	2%	-17%	CC(C)Cn1c(N)c(C(=O)COC(=O)c2cc(C(F)(F)F)nc3c(C(F)(F)F)cccc23)c(=O)n(C)c1=O
-6%[59 µM]	-12%	-1%	COc1ccc(N(C)S(=O)(=O)c2cccc(C(=O)Nc3ccc(OC)nc3)c2)cc1
-12%	454%[activator]	4%	CCOC(=O)CN(C(=O)CSc1nnc2c(n1)[nH]c1c(C)cc(C)cc12)c1ccccc1
?	-30%	3%	O=C(N=C1c2ccccc2CN1c1ccc(F)c(Cl)c1)c1cccnc1Cl
5%	10%	-16%	NNC(=O)CCc1nc2ccccc2[nH]1
22%[59 µM]	-3%	10%	Cc1c(C(=O)NCCCN2CCOCC2)sc2nc(-c3ccccc3)cn12
-26%[12.7 µM]	-16%	-4%	CCn1c(SCC(=O)Nc2cc(C)on2)nc2sc(C)c(C)c2c1=O
17%[59 µM]	-12%	7%	COc1ccc(NC(=O)c2ccc(=O)[nH]c2)cc1S(=O)(=O)N1CCCCC1

2 successive entries out of the list so far, quoted:
G9a inh	ALOX12 inh	BAZ2B block	Compound
-26%[12.7 µM]	-16%	-4%	CCn1c(SCC(=O)Nc2cc(C)on2)nc2sc(C)c(C)c2c1=O
17%[59 µM]	-12%	7%	COc1ccc(NC(=O)c2ccc(=O)[nH]c2)cc1S(=O)(=O)N1CCCCC1

Remaining list, next part.
G9a inh	ALOX12 inh	BAZ2B block	Compound
-21%	11%	-6%	C/C(=N\NC(=O)CNC(=O)C(c1ccccc1)c1ccccc1)c1ccc(C)cc1
-17%	-8%	-17%	COc1ccc(CNC(=O)Cn2ncn3cccc3c2=O)cc1
2%	-17%	-24%	Cc1[nH]c2ccccc2c1C(=O)CSc1nc2ccccc2c(=O)n1-c1ccccc1F
-12%	0%	-20%	O=C(CSc1nc2[nH]ncc2c(=O)[nH]1)c1ccc(Cl)cc1
-15%[59 µM]	-23%	18%	CCCCCCn1c(COc2ccccc2F)nnc1SCC(=O)c1c(N)n(C)c(=O)n(C)c1=O
?	-3%	-22%	COC(=O)C(C)Sc1nnc(Cc2cc(=O)[nH]c(=O)[nH]2)n1-c1ccc(Cl)cc1 (centres undefined)
?	-8%	2%	Cc1ccccc1N(Cc1cc(=O)[nH]c2ccccc12)C(=O)CCl
-12%[59 µM]	?	?	O=C1c2c(O)cc(O)cc2O[C@H](c2ccc(O)c(O)c2)[C@@H]1O
4%[59 µM]	21%	-31%	COc1ccccc1-n1cnnc1SCC(=O)Nc1cccc(S(=O)(=O)N2CCCCC2)c1
-11%	11%	11%	Cn1c(=O)c2c(nc(CN3CCN(Cc4ccccc4)CC3)n2Cc2ccccc2)n(C)c1=O
-42%	0%	-29%	O=C(CCCn1c(=O)c2ccccc2n(Cc2cccc(F)c2)c1=O)NC1CCN(Cc2ccccc2)CC1
-22%	-5%	-5%	CCOC(=O)c1ccc(NC(=O)Nc2cc(C)cc(C)n2)cc1
3.2µM*	-8%	45µM*	COc1ccc(S(=O)(=O)C(C#N)c2nc3ccccc3nc2N2CCC(C)CC2)cc1 (centres undefined)
18%	-14%	13%	CCCOC(=O)c1cc(NC(=O)/C=C/c2ccccc2)ccc1O
?	-9%	7.1µM*	O=C1Nc2ccccc2/C1=N\N=C\C1=C(N2CCOCC2)C(=C\c2ccccc2)/CC1

Reprinted from the part before: 4 compounds; new compounds follow.
G9a inh	ALOX12 inh	BAZ2B block	Compound
-22%	-5%	-5%	CCOC(=O)c1ccc(NC(=O)Nc2cc(C)cc(C)n2)cc1
3.2µM*	-8%	45µM*	COc1ccc(S(=O)(=O)C(C#N)c2nc3ccccc3nc2N2CCC(C)CC2)cc1 (centres undefined)
18%	-14%	13%	CCCOC(=O)c1cc(NC(=O)/C=C/c2ccccc2)ccc1O
?	-9%	7.1µM*	O=C1Nc2ccccc2/C1=N\N=C\C1=C(N2CCOCC2)C(=C\c2ccccc2)/CC1
12%[59 µM]	15%	-2%	COc1ccc(CCn2c(-c3ccccc3)nc3c(c(=O)c4ccccc4n3C)c2=O)cc1
16%	4%	-28%	NC1=NC(c2ccccc2)N=C(Nc2ccccc2)N1 (centres undefined)
3%	-1%	-12%	CCOc1ccc(NC(=O)Nc2cc(C(C)C)ccc2C)cc1
3%	-8%	0%	c1cncc(CSc2nnc(-c3cccnc3)n2Cc2ccco2)c1
5%	-17%	2%	CC1(C)CC(NS(=O)(=O)c2ccc(S(N)(=O)=O)cc2)CC(C)(C)N1
-7%	-3%	?	NNC(=O)c1oc2nc(-c3cccs3)cc(-c3ccco3)c2c1N
3%	0%	-16%	Nc1cccc2c1nnn2C1OC(CO)C(O)C(O)C1O (centres undefined)
18%	-3%	-8%	Cc1cc(NC(=O)CCN2C(=O)/C(=C/c3ccccc3F)SC2=S)no1
15%	-7%	-9%	Cc1cc(C)nc(SCC(=O)Nc2ncccn2)n1
32µM*	22µM*	?	CCOC(=O)c1ccc(N2NC(=O)/C(=C/c3ccc(OC(=O)c4ccco4)c(OC)c3)C2=O)cc1
-31%	0%	-17%	COc1ccc([N+](=O)[O-])cc1NS(=O)(=O)c1ccc(Cl)c(C(=O)Nc2sc3c(c2C#N)CCCCC3)c1
15%	0%	-2%	CCOc1ccc(CCNC(=O)COC(=O)c2cc(OC)c(OC)c(OC)c2)cc1OCC
0%[59 µM]	-8%	-1%	COc1ccc(-c2cc(=O)oc3cc(OCC(=O)c4cccc([N+](=O)[O-])c4)ccc23)cc1
45µM*	-21%	-25%	CC(C)CN1CN(S(=O)(=O)c2cccs2)c2nc3ccccc3nc21

Limited to BAZ2B block and G9a inh, for some of the entries so far:
compound | BAZ2B block | G9a inh
CCOc1ccc(NC(=O)Nc2cc(C(C)C)ccc2C)cc1 | -12% | 3%
c1cncc(CSc2nnc(-c3cccnc3)n2Cc2ccco2)c1 | 0% | 3%
CC1(C)CC(NS(=O)(=O)c2ccc(S(N)(=O)=O)cc2)CC(C)(C)N1 | 2% | 5%
NNC(=O)c1oc2nc(-c3cccs3)cc(-c3ccco3)c2c1N | ? | -7%
Nc1cccc2c1nnn2C1OC(CO)C(O)C(O)C1O (centres undefined) | -16% | 3%

A portion of the library; the hit share may differ from the screen's.
